MmCpn inh = blocks the Methanococcus maripaludis chaperonin Mm-Cpn | purified Mm-Cpn ATPase, ADP Transcreener TR-FRET | Potency, µM (top dose mostly 76.9 µM), for inactives: at the top dose activity, negative = inhibition, usual class: inhibitors | hit rate 0.031% among 330,000; note: potency is the fitted concentration of half-maximal effect; % is set by controls: 0 for no effect and ±100 for the full control effect; nearly all actives have a fitted effect of over 80% in size
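Measured: ADP formation by purified Mm-CPN. Conditions: 25 nM protein, 10 uM ATP, Tris pH 7.4 with Mg2+, K+ and DTT, 37°C for 30 min. Detection: Transcreener HTRF after 30 min at room temperature.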
Nrf2 ARE act = activators of Nrf2 (ARE) signaling. AREc32 ARE-luciferase reporter (MCF7-derived line), luminescence, 24 h. hit rate 0.31% among 410,000. AID 624171. Potency, µM (titrated, usually from 46.1 µM), inactives show at the highest dose activation, hits mostly activators; note: potency is the fitted concentration of half-maximal effect; % of control where 0% means no effect; nearly all actives have a fitted effect of over 65% in size
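Steps: seed AREc32_Fluc cells (1000/well, 5% FBS OPTI-MEM); incubate overnight at 37 deg C; add 23 nL compound; incubate 24 hr; add Steady-Glo; hold 30 min RT; read luminescence.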
A549 viability = kills or reduces viability of A549 cells in Nrf2 counter-screen; A549 ARE-Fluc cells, CellTiter-Fluor viability, 18-24 h; Potency, µM (series often up to 46 µM), inactives show at the highest dose activity change, negative = cytotoxicity, actives largely listed as inhibitors; hit rate 0.16% among 390,000; note: potency is the fitted concentration of half-maximal effect; % is set by controls: 0 for no effect and ±100 for the full control effect
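A549 ARE-Fluc cells in 5% FBS OPTI-MEM, 5000 cells/well, rested 2 h then exposed to compounds in concentration-response for 18-24 h at 37 °C. Viability by CellTiter-Fluor fluorescence (Ex 405/Em 525) after 30 min; luciferase luminescence (BugLite, 15 min, RT) read afterwards.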
TGFb inhibitor = blocks TGF-b signaling. hit rate 1.2% among 410,000. HepG2 CAGA-GFP TGF-b/SMAD3 reporter, GFP fluorescence, 18 h; TGF-beta stimulated, 500 pg/mL final. Potency, µM (top dose mostly 46.1 µM), for inactives: at the highest dose activity, negative = inhibition, most hits filed as inhibitors; note: potency is the fitted concentration of half-maximal effect; % is set by controls: 0 for no effect and ±100 for the full control effect; nearly all actives have a fitted effect of over 65% in size
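GFP signal (ex488/em500-530) from TGF-beta-stimulated HEPG2 CAGA-GFP cells, 500 pg/mL final, 18 h at 37 degrees C in DMEM plus 1% FBS, normalized to unstimulated and DMSO-stimulated controls.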
Akt phos inh = blocks phosphorylation of Akt; Neuro2A IGF-stimulated pAkt S473 HTRF, 20 min; active compounds read low; activity change, % for hits at 50 µM; hit rate 0.32% among 360,000; AID 651550; in the data active = activity change below about -80%; inconclusive = mostly about -51% to -80%; note: % is set by controls: 0 for no effect and ±100 for the full control effect
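Neuro2A cells in DMEM with 0.5% FBS, overnight at 37 deg C, given compound at single 50 µM final, then IGF (6 nM final) for 20 min at 37 deg C. Lysed; phospho-Akt Ser473 by HTRF after 24 h, 665/615 ratio.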
Nrf2 block = Nrf2 pathway inhibition; A549 ARE-Fluc reporter, luciferase luminescence, 18-24 h; Potency, µM (top dose mostly 46 µM), inactives show at the highest dose activity change, negative = inhibition, actives largely listed as inhibitors; hit rate 2.1% among 360,000; note: potency is the fitted concentration of half-maximal effect; % is set by controls: 0 for no effect and ±100 for the full control effect; nearly all actives have a fitted effect of over 60% in size
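Nrf2 function is reported as luminescence of an ARE-controlled luciferase in A549 cells. Compounds were tested at several concentrations, and a CellTiter-Fluor read on the same wells flagged cytotoxicity.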
ATXN viability = cell viability loss in ATXN counter-screen | S2 cells (HEK-293 line with an ATXN2-luciferase reporter) viability, CellTiter-Fluor protease fluorescence, 24 h | Potency, µM (titrated, usually from 56.7 µM), usual class: cytotoxic | hit rate 0.49% among 400,000 | AID 651635; note: potency is the fitted concentration of half-maximal effect; nearly all actives have a fitted effect of over 40% in size
CCT chaperon mod = cytosolic chaperonin activity modulation; purified chaperonin ATPase assay, HTRF ADP detection, 30 min; activity change, % (concentration not given with the values), hits read low; hit rate 0.3% among 360,000; in the data active = activity change below about -30%; note: % is set by controls: 0 for no effect and ±100 for the full control effect
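We incubate TRiC, 40 or 20 nM final, with library compounds at 76 uM and 10 uM ATP for 30 min at 37 °C. ADP formed is detected with Transcreener HTRF reagents after 30 min at room temperature.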
HepG2 tox = HepG2 cytotoxicity, counter-screen for TGF-b inhibitors | hit rate 0.76% among 410,000 | Potency, µM (highest dose often 46.1 µM), inactives show at the highest dose activity change, negative = cytotoxicity, actives largely listed as cytotoxic | HepG2 CAGA-GFP viability, ATP luminescence, 18 h | AID 588856; note: potency is the fitted concentration of half-maximal effect; some results filed as inactive show a strong effect at the top dose
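CellTiter-Glo luminescence gave cytotoxicity after 18 hours at 37 degrees C. The cells were HepG2 CAGA-GFP in 1% FBS DMEM, stimulated with 500 pg/mL TGF-beta after compound addition. %Activity was normalised to no-cell wells (complete cell-killing) and DMSO (no toxicity), and curves were fitted and classified.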
The depositor's hits bear a star; i = inactive; ? = inconclusive; nt = not tested or not shown; & = joins results of further samples; [ ] = another dose, or the depositor's remark. Unless noted, calls come from the whole dose curve; as a rule, active = well fitted curve in the direction sought with a large enough effect; inconclusive = small, poorly fitted or top-dose-only effect, or another doubt; inactive = no such curve, though single readings can be large; an effect the other way counts as inactive or inconclusive.

SMILES | MmCpn inh | Nrf2 ARE act | A549 viability | TGFb inhibitor | Akt phos inh | Nrf2 block | ATXN viability | CCT chaperon mod | HepG2 tox
C[N+]1([O-])[C@@H]2Cc3cc4c(cc3[C@@H]1Cc1cc3c(cc12)OCO3)OCO4 (stereo partly specified) | -0.8% | -1.1% | -1.0% | 0.7% | i | 2.6% | i | 0.9 | 1.6%
COc1cc(OC)c(OC)cc1CN(C)CCc1ccccn1 | -0.2% | -0.8% | 0.2% | -6.4% | i | 5.9% | i | -0.7 | 3.3%
Cc1cccc(C)c1NC(=O)C(c1ccccc1)N1CCN(c2ccc(F)cc2)CC1 (stereo unspecified) | nt | 0.4% | nt | -8.6% | i | nt | i | -2.2 | -32.4%
O=C(NCc1ccccc1F)c1ccc2c(c1)OCO2 | -0.1% | -0.1% | -0.1% | 0.4% | i | 0.2% | i | -1.0 | 3.8%
CC(=O)c1ccc(Sc2ccccc2)cc1 | -2.0% | 0.0% | 5.8% | 0.0% | i | 9.5% | i | -3.5 | -37.0%
CCN(C(=O)c1ccco1)C1C2CC3CC(C2)CC1C3 (stereo unspecified) | 1.2% | 0.2% | 1.0% | -8.6% | i | -24.6% | i | 1.9 | -27.3%
O=C(CSc1nnnn1C1CCCCC1)Nc1cccc(NC(=O)c2ccco2)c1 | -1.4% | 2.9% | -2.7% | 0.0% | i | -18.0% | i | 1.0 | -95.9%
CC(C)Nc1nnc(SCC(=O)c2c[nH]c3ccccc23)s1 | 1.7% | 4.8% | -6.1% | 19.6% | i | -12.0% | ? | -4.3 | 1.9%
CCOc1ccc(N(CC(=O)Nc2ccccc2CC)S(=O)(=O)c2c(C)noc2C)cc1 | nt | -1.1% | -6.8% | -14.9% | nt | 6.2% | nt | nt | -21.3%
Cc1noc(C)c1COC(=O)CN(C)S(=O)(=O)c1ccc(Cl)cc1 | -1.8% | -0.2% | -1.7% | -6.3% | i | 3.7% | i | -0.2 | 6.7%
Cc1ccc(S(=O)(=O)Cc2ccc(C(=O)N3CCN(c4cccc(Cl)c4)CC3)o2)cc1 | nt | -1.0% | -6.8% | ? | nt | ? | ? | nt | -19.5%
COc1ccc(N2CCN(c3nc4c(c(=O)n(C)c(=O)n4C)n3CCCc3ccccc3)CC2)cc1 | 0.2% | 0.0% | 3.8% | -4.7% | i | 16.7% | i | -3.3 | 8.4%
CC1(C)CC(NS(=O)(=O)c2ccc(C(C)(C)C)cc2)CC(C)(C)N1 | 0.0% | 2.8% | 1.9% | -1.7% | i | 16.3% | i | 0.5 | -28.8%
CC(Cc1ccccc1)N1CCCC1=O (stereo unspecified) | nt | 0.0% | -1.9% | 0.0% | i | 0.5% | i | -3.1 | 4.3%
O=C1CN(S(=O)(=O)c2cccc(Cl)c2Cl)CCN1 | -3.2% | -0.6% | -3.2% | -0.6% | i | -12.0% | ? | -0.6 | -19.2%
CC(C)(C)c1ccc(-c2noc(-c3ccno3)n2)cc1 | -0.7% | 4.6% | 2.9% | -18.8% | i | ? | i | 1.3 | -31.8%
CC1S/C(=N/N=C/c2ccco2)N(Cc2ccc(F)cc2)C1=O (stereo unspecified) | 0.7% | 18.4% | ? | -14.1% | i | 0.4% | i | -2.2 | -44.1%
O=C(c1ccc(Cl)c(S(=O)(=O)N2CCOCC2)c1)N1CCCCCC1 | -4.9% | 0.3% | 1.0% | -1.3% | i | -12.5% | i | -1.3 | 10.2%
O=C(Nc1ccccc1)C1=C[C@@H](c2coc3ccccc3c2=O)C[C@@H](OCc2ccc(CO)cc2)O1 | nt | 9.7% | -2.8% | -26.7% | i | 5.0% | ? | -6.2 | -39.1%
COCCN1C(=O)N[C@@H](c2cccc(C(F)(F)F)c2)[C@H](C(=O)OC)[C@H]1C | nt | -0.4% | 3.6% | 3.5% | i | -9.0% | i | -2.2 | 17.2%
COc1cccc(C(=O)COC(=O)C(C)N2C(=O)c3ccccc3C2=O)c1 (stereo unspecified) | -0.3% | 0.4% | 9.0% | -28.4% | i | 2.3% | i | -0.7 | -13.0%
CNC(=S)NNC(=O)c1ccc(C(C)(C)C)cc1 | 0.5% | 2.3% | 1.1% | -19.6% | i | ? | i | -2.4 | -19.7%
COc1ccc(S(=O)(=O)Nc2cc(S(=O)(=O)N3CCOCC3)ccc2OC)cc1 | -0.6% | -0.3% | 1.6% | 17.5% | i | -1.8% | i | -3.4 | -2.0%
O=c1c2ccccc2nc2n1C(CSCc1ccccc1)CS2 (stereo unspecified) | 2.5% | 2.8% | -14.8% | -24.5% | i | nt | i | -3.4 | -2.9%
COc1ccccc1C1C(C#N)=C(N)Oc2c1c(-c1ccccc1)nn2-c1ccccc1 (stereo unspecified) | -1.3% | 5.5% | -3.7% | ? | i | 20.6µM* | ? | 0.5 | 0.9%
The list goes on:
SMILES | MmCpn inh | Nrf2 ARE act | A549 viability | TGFb inhibitor | Akt phos inh | Nrf2 block | ATXN viability | CCT chaperon mod | HepG2 tox
COc1cccc(-c2cc3nc4c(c(N5CCC6(CC5)OCCO6)n3n2)CCCC4)c1 | -4.3% | 6.0% | -6.4% | 12.6µM* | i | -24.2% | i | 0.9 | -39.8%
CC(=O)NC(CC(=O)Nc1ccc(S(=O)(=O)Nc2nccs2)cc1)c1ccccc1 (stereo unspecified) | ? | -0.9% | 3.7% | -0.4% | i | 7.7% | i | 2.1 | 2.9%
CN1CCN(c2ccc([N+](=O)[O-])cc2/C=N/NC(=O)c2ccc(F)cc2)CC1 | 1.1% | 15.0% | -1.4% | -19.3% | i | 5.7% | i | 0.4 | 1.0%
CC(C)n1ncc2c(C(=O)Nc3ccc(S(C)(=O)=O)cc3)cc(C3CC3)nc21 | 0.6% | 0.0% | -15.9% | 20.5% | i | ? | i | 3.1 | -6.2%
COCCCNC(=O)CN1C(=O)CSc2ccc(S(=O)(=O)N3CCOCC3)cc21 | 2.4% | -0.4%&-0.5% | -2.9%&19.3% | 10.8%&-8.1% | i | 6.1% | ? | 0.3 | 6.5%&-17.3%
Cc1ccc(OCCC(=O)OCC(=O)Nc2ccc(C)cc2Cl)cc1 | -1.0% | -0.5% | -2.4% | 7.1% | i | 18.0% | i | 0.7 | 10.6%
N#Cc1c(Cl)nsc1NCCN1CCOCC1 | -3.8% | 0.1% | 0.1% | 0.0% | i | -28.0% | i | -2.4 | -7.3%
CCN1C(=O)C(CC(=O)Nc2ccc(F)cc2)N(Cc2ccco2)C1=S (stereo unspecified) | -3.2% | 0.7% | -5.3% | -6.0% | i | -18.9% | i | 0.4 | -20.2%
COc1ccc(/C=N/NC(=S)NCC2CCCO2)cc1 (stereo unspecified) | -0.5% | -0.3% | 0.3% | -1.5% | i | 23.4% | i | -2.3 | 2.9%
Cc1ccc(OC(=O)COc2ccccc2)c(-n2nc3ccccc3n2)c1 | 0.0% | 2.6% | -1.6% | -0.6% | i | 18.5% | i | 0.5 | -16.8%
CC(=O)Nc1ccc(S(=O)(=O)c2ccc(N)cc2)cc1 | -2.5%[15.4 µM] | -0.7% | -3.1% | -7.6% | i | 4.1% | i | 1.1 | -22.2%
CC(=O)c1ccc2c(c1)CCN2 | nt | 3.1% | 13.7% | 16.1% | i | 8.2% | i | 0.0 | 7.6%
Cc1ccc(SCc2ccc(C(=O)NCc3cccnc3)cc2)cc1 | 0.2% | 1.3% | 0.1% | -5.8% | i | -5.6% | i | -1.8 | -23.8%
Cc1cccc2cc(C#N)c(NCCNC(=O)c3ccccc3)nc12 | nt | -0.1% | nt | 8.5% | i | nt | i | -2.0 | -17.9%
O=C(COC(=O)/C=C/c1cccc([N+](=O)[O-])c1)NCc1ccco1 | -2.2% | 0.2% | -1.6% | -6.0% | i | 7.4% | i | -3.5 | -3.7%
CCC(C(=O)OC)n1cnc2c(cnn2-c2ccc(Cl)cc2)c1=O (stereo unspecified) | 2.0% | -0.7% | -1.2% | -20.9% | i | ? | i | -0.3 | -0.1%
COc1ccc(-c2csc3ncn(CC(=O)N4CCOCC4)c(=O)c23)cc1 | -6.0% | 0.0% | 0.5% | -17.9% | i | 1.8% | i | -1.1 | -1.8%
O=C(O)CC/C(=N/NC(=O)CNC(=O)Cc1ccccc1)c1ccccc1 | 0.5% | -0.8% | ? | 14.1% | i | 7.2% | nt | 0.2 | 26.0%
O=S(=O)(c1cccc(F)c1)N1CCN(C(=S)NCc2ccccc2)CC1 | -0.5% | 0.1% | -3.4% | 9.7% | i | -2.6% | i | 0.0 | 6.0%
Cn1c(SCC(=O)NCC2CCCO2)nnc1-c1c[nH]c2ccccc12 (stereo unspecified) | 0.1% | -0.3% | -0.4% | -11.1% | i | -7.3% | i | -0.8 | -12.7%
Cc1ccc(-n2c(=O)c3oc4ccccc4c3n(Cc3ccccc3F)c2=O)cc1C | nt | 1.0% | 7.1% | -21.6% | nt | 27.5% | nt | nt | -16.2%
COc1ccc(-n2ncc3c2CC(C)(C)CC3NC(=O)CCC2=NNC(=O)CC2)cc1 (stereo unspecified) | 0.9% | 2.5% | 7.5% | 4.4% | i | 1.7% | i | 2.5 | -2.0%
COc1ccc(-c2c(C)nn3c(C(F)(F)F)cc(-c4ccc(C)cc4)nc23)cc1 | nt | 0.2% | -1.8% | 1.9% | nt | 2.4% | i | nt | 1.3%
O=[N+]([O-])c1ccc(NCCCNS(=O)(=O)c2ccccc2)c(Cl)c1 | 1.5% | 4.2% | -12.2% | 0.0% | i | 8.6% | ? | 1.0 | -6.4%
CC(=O)Nc1c(C(=O)O)ccc(C)c1OCc1ccccc1 | nt | 0.6% | -10.1% | 1.1% | i | 1.4% | i | 1.6 | 1.2%

Compound activity deposited in PubChem by National Center for Advancing Translational Sciences (NCATS).
